# Screens from PubChem BioAssay.
# PI5P4Ka inh: PI5P4K alpha (human) kinase inhibition; max response, %; P48426; 330,000 compounds, 1.2% hits; PI5P4Kalpha enzyme, ADP-Glo luminescence, 60 min; stronger effect = lower value; active means max response of -50% or lower; inconclusive means between -30% and -50%; inactive means -30% or higher; further: value at the top dose of about 77 µM; on the % scale 0 is the no-effect control and ±100 the full control effect
#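 ADP-Glo luminescence end-point after a 60 min room-temperature kinase reaction. PI5P4Kalpha and substrate in HEPES pH 7.4 buffer with EGTA, 0.1% CHAPS and 5% DMSO; ATP at 5 microM final.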
# PLK1 PBD block: blocks phosphopeptide binding to human PLK1 polo-box domain; Plk1 PBD binding of FITC phosphopeptide, fluorescence polarization; 360,000 compounds, 2.8% hits; Potency, µM, for the others: max response, negative = inhibition, actives largely listed as inhibitors; AID 720504; P53350; further: potency means the concentration at half of the fitted maximal effect; series mostly up to about 57 µM; on the % scale 0 is the no-effect control and ±100 the full control effect; nearly all actives have a fitted effect of over 65% in size
# Target sequence (P53350 whole entry, looked up, the tested form may be a part): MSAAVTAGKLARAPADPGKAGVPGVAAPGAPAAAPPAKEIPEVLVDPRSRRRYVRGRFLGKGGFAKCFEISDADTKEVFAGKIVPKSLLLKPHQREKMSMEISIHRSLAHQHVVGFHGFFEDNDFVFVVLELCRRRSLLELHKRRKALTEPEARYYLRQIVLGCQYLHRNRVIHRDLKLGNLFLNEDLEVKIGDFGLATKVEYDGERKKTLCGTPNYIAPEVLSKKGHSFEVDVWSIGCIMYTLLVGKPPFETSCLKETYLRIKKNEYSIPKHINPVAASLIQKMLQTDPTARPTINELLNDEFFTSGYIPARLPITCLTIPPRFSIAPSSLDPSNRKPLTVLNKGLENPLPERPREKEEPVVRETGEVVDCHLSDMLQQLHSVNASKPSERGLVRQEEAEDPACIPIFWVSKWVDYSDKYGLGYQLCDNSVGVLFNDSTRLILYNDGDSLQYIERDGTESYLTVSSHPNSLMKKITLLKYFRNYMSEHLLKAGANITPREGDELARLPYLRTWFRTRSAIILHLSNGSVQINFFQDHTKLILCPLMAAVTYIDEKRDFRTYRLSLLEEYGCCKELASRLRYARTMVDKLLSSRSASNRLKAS
# EPAC1 antagonist: antagonists of human EPAC1; O95398; EPAC1 GEF assay, Rap1b-BODIPY-GDP exchange fluorescence; 360,000 compounds, 0.14% hits; AID 720709; Potency, µM (titrated, usually from 115 µM), for inactives: at the top dose activity change, negative = inhibition, most hits filed as inhibitors;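 further: potency means the concentration at half of the fitted maximal effect; plate controls were vehicle for no effect and positive control for full effect; nearly all actives have a fitted effect of over 50% in size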
# GLP1R cytotox: cytotoxic in the GLP-1 receptor inverse agonist counter-screen; HEK293 cAMP-luciferase reporter cells, luminescence, 24 h; Potency, µM (top dose mostly 38.3 µM), for inactives: at the highest dose activity change, negative = inhibition, hits mostly inhibitors; 410,000 compounds, 0.13% hits;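 further: loss of luciferase light is scored as toxicity; potency means the concentration at half of the fitted maximal effect; on the % scale 0 is the no-effect control and ±100 the full control effect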
#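 Compound-treated cells are incubated 24 hr at 37 deg C under 5% CO2 after a 12 hour attachment period, then luciferase detection reagent is added and luminescence is measured following 12 min at room temperature; lowered signal indicates toxicity.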
# EPAC1 agonist: activates human EPAC1 exchange factor | EPAC1 agonist qHTS, biochemical assay; response scale: 100% = response to 6.5 mM cAMP | Potency, µM (titrated, usually from 154 µM), without a hit: top-dose activation, actives largely listed as activators | 360,000 compounds, 0.073% hits | AID 720707; further: potency means the concentration at half of the fitted maximal effect; nearly all actives have a fitted effect of over 60% in size
#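 Nucleotide exchange assay: 100 nM EPAC1 with 250 nM Rap1B loaded with BODIPY-GDP and 50 uM GDP, room temperature. Fluorescence (480/540 nm) read every 5 min for 30 min; signal change normalized to 6.5 mM cAMP as full agonist.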
# GLP1R inv ag: inverse agonists of human GLP-1 receptor | P43220 | HEK293 GLP-1R CRE-luciferase, luminescence, 24 h; GLP-1R form is constitutively active | Potency, µM (series often up to 38.3 µM), without a hit: at the highest dose activity change, negative = inhibition, actives largely listed as inhibitors | 410,000 compounds, 1.6% hits | AID 624417; further: potency means the concentration at half of the fitted maximal effect; on the % scale 0 is the no-effect control and ±100 the full control effect; nearly all actives have a fitted effect of over 55% in size
# Target sequence (P43220 whole entry, looked up): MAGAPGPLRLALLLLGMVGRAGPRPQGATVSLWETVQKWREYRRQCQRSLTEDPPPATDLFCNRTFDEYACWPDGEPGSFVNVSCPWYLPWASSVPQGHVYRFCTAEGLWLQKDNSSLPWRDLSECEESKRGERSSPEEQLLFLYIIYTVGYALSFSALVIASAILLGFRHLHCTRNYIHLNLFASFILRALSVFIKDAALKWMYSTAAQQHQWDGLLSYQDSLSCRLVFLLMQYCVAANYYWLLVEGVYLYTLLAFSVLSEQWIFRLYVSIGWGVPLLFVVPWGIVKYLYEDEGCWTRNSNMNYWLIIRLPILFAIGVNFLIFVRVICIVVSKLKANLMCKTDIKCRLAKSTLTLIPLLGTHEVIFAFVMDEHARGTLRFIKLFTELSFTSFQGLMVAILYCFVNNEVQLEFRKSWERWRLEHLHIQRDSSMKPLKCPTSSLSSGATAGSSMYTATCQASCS
#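 Cells are plated, allowed 12 hours at 37 deg C, then treated with compounds for 24 hr before luciferase detection reagent is added and luminescence is read after 12 min at room temperature. The HEK293 line carries constitutively active GLP-1R with a cAMP-responsive reporter.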
# GLP-1R agonist: GLP-1 receptor (human) agonism; Potency, µM (highest dose often 45.6 µM), for the others: at the highest dose activation, most hits filed as activators; P43220; HEK293 GLP-1R CRE-luciferase, luminescence, 4-6 h; cells express a hypersensitive GLP-1R form; AID 624172; 380,000 compounds, 0.007% hits; further: potency means the concentration at half of the fitted maximal effect; % of control where 0% means no effect
# IL2 activator: activates IL-2 in a cell-based reporter assay | IL-2 activation reporter assay, cell-based qHTS; stimulated with anti-CD3/CD4/CD28 beads; in transgenic mouse T cells | activation, % (series mostly up to about 46 µM) | 360,000 compounds, 0.065% hits | AID 652025; in the data active means activation above about 50%; inconclusive means mostly about 30% to 49%; further: 0% is about no effect
#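 Using fluorescent plate cytometry, EGFP and DsRed are detected in transgenic mouse T cells stimulated 18 h at 37 degrees C with antibody-coated beads after 60 min compound pretreatment.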
# PTHR1 agonist: PTHR1 (human) receptor agonism; Q03431; HEK293 GP2 PTHR1 cells, GloSensor cAMP luminescence, 1 h; Potency, µM (highest dose often 115 µM), for the others: top-dose activation, actives largely listed as activators; 410,000 compounds, 0.075% hits; AID 743266; further: potency means the concentration at half of the fitted maximal effect; nearly all actives have a fitted effect of over 55% in size; some results filed as inactive show a strong effect at the top dose; inactives centre near -15; many of its hits are not listed in these tables
#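 HEK-293-derived GP2 cells expressing PTHR1 and a GloSensor cAMP reporter, 3,000/well, plated overnight, given luciferin plus IBMX (each 0.5 mM as added) for 1 h at 37 °C, then compound for 1 h at 37 °C. Luminescence was read after 15 min at room temperature.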
# * marks the source's active call; other numbers are inactive results; i = inactive; u = inconclusive; x = not tested or not shown; [ ] = dose if it differs, or a comment. Unless noted, the call rests on the fitted dose curve; in most records, active means well fitted curve in the direction sought with a large enough effect; inconclusive means small, poorly fitted or top-dose-only effect, or another doubt; inactive means no such curve, though single readings can be large; an effect the other way counts as inactive or inconclusive. An excerpt. The share of hits here may be higher or lower than overall.
SMILES,PI5P4Ka inh,PLK1 PBD block,EPAC1 antagonist,GLP1R cytotox,EPAC1 agonist,GLP1R inv ag,GLP-1R agonist,IL2 activator,PTHR1 agonist
O=C(NCC(c1ccco1)N1CCN(c2ccccc2)CC1)C(=O)NC1CC1 (stereo not drawn),-6,-7%,-19%,2%,-7%,11%,2%,-3.2,i
Cc1cc(C(=O)N/N=C/c2cccnc2)cs1,-9,-2%,1%,-9%,-3%,16%,4%,-0.5,i
CN(C)C(=O)c1nc2ccc(Cl)cn2c1CNCc1cccc(OC(F)(F)F)c1,7,1%,1%,0%,-4%,-9%,-1%,-2.8,-4%
O=C(COC(=O)/C=C/C(=O)OCC(=O)NC12CC3CC(CC(C3)C1)C2)NC12CC3CC(CC(C3)C1)C2,1,-17%,-1%,-4%,-1%,0%,-28%,-0.3,-6%
O=C(c1ccco1)N1CCN(Cc2ccc(F)cc2)CC1,3,3%,-22%,-12%,2%,35%,-3%,1.1,i
Cc1cc2ncn(CS(C)(=O)=O)c2cc1C,1,-13%,7%,3%,13%,1%,-1%,-3.7,i
CC(=O)Nc1ccc(NC(=O)C(C)Sc2n[nH]c(-c3cccs3)n2)cc1 (stereo not drawn),0,-4%,u,-1%,5%,17%,-1%,-0.6,i
CCOc1ccc(NS(=O)(=O)c2ccc3c(c2)CCN3C(=O)C2CCC2)cc1,x,-19%,1%,1%,9%,18%,15%,-0.1,-31%
CCOC(=O)N1CCN(C(=O)CN(Cc2ccc(Cl)cc2)S(=O)(=O)c2ccccc2)CC1,4,-5%,u,1%,14%,-16%,-1%,-3.3,-32%[57.5 µM]
CC(C)CNC(=O)CCCSc1nc2ccccc2[nH]1,3,1%,-7%,-8%,8%,-26%,3%,-0.2,i
Cc1c(OC(C)C(=O)NCCN2CCOCC2)ccc2c(-c3ccccc3)cc(=O)oc12 (stereo not drawn),3,2%,-27%,-1%,-5%,18%,12%,-0.1,-17%
CN1CCN(NC(=O)c2ccc(COc3ccccc3Br)o2)CC1,19,-21%,-13%,-15%,-1%,u,17%,-3.3,i
CS/C(=C\C(=O)c1ccco1)Nc1ccccc1Cl,0,-9%,0%,-23%,6%,u,18%,3.5,i
COc1ccc(C(=O)C2CCN(CC(=O)Nc3ccc(OC)cc3OC)CC2)cc1,-3,0%,-7%,4%,8%,u,10%,1.2,-19%
Nc1ncccc1OCc1cccc(C(F)(F)F)c1,0,-12%,u,-6%,-11%,-17%,11%,-1.8,-13%
CC(=O)c1ccc(OCCCCOc2ccc(C(C)=O)cc2)cc1,-3,5%,10%,-3%,19%,10%,-4%,1.5,i
O=c1cc(N2CCN(Cc3ccccc3)CC2)c(-c2ccccc2)n[nH]1,x,1%,-10%,-1%,14%,-22%,-8%,3.1,i
C=C(C)[C@H]1CC=C(C)/C(=N/NC(=O)CNc2ccccc2OC)C1,x,-7%,4%,-12%,13%,-6%,-7%,-3.5,-11%
O=C(NCc1ccccn1)c1cccn1-c1ncc(C(F)(F)F)cc1Cl,2,-19%,-11%,6%,8%,-22%,2%,1.3,3%
COc1cccc(-c2cc(C(F)(F)F)nc(NCc3ccco3)n2)c1,x,-15%,-2%,-2%,7%,u,8%,-1.5,-1%[57.5 µM]
CC1CCN(C(=O)c2ccc3c(c2)C(=O)c2ccccc2-3)CC1,3,-8%,-16%,0%,-6%,-12%,5%,0.9,-2%
CN(CC(=O)Nc1ccc(C#N)cc1)CC(=O)Nc1ccc(N2CCOCC2)cc1,-5,-7%,-9%,2%,3%,28%,2%,-3.2,-25%
O=C(Nc1ccc(N2CCOCC2)cc1)c1ccc(Cl)cc1N1CCCC1=O,4,-6%,-4%,-8%,4%,8%,16%,-4.0,-9%
CCN(CC)S(=O)(=O)c1ccc(O)c(NC(=O)c2ccc(N3CCOCC3)c([N+](=O)[O-])c2)c1,-16,21µM*,19%,1%[1.53 µM],-11%,57%[activator],2%,0.5,i
NS(=O)(=O)c1ccc(OC(=O)CNC(=O)OCc2ccccc2)cc1,-8,u,u,-6%,-1%,13%,0%,-3.9,-33%[inhibitor]
Cc1cccc(CN2CCN(C(=O)c3ccccc3F)CC2)c1,-2,1%,4%,-9%,1%,u,1%,-1.9,-15%[57.5 µM]
O=C(CSc1nnc(NC(=O)C2CC2)s1)Nc1cccc(F)c1,-4,0%,-14%,15%,-12%,3%,0%,-2.9,i
COc1ccc(CC(=O)Nc2cc(Cl)ccc2C(=O)O)cc1,-12,-1%,-14%,-24%,3%,17%,-3%,0.0,-19%
O=C(NCC(=O)N1CCCCC1)c1ccc(Br)o1,-1,3%,-15%,-4%,3%,8%,-11%,-2.1,-17%
CN(CCCC(=O)Nc1ccncc1)S(=O)(=O)c1ccc(Cl)cc1,3,-3%,-9%,-6%,13%,u,-9%,-0.6,-35%[inhibitor][57.5 µM]
O=C(N/N=C/c1ccc(O)cc1O)NC12CC3CC(CC(C3)C1)C2,-1,-13%,-4%,-15%,11%,u,23%,-0.1,-30%[inhibitor]
Cc1ccc(OCCCC(=O)Nc2ccc(Cl)c(S(=O)(=O)N3CCOCC3)c2)cc1,6,4%,-20%,-2%,10%,11µM*,-4%,-0.6,-46%[inhibitor]
O=C(COc1cccc(Cl)c1Cl)Nc1ccc2c(c1)CCC2,-1,-26%,-16%,-4%,2%,14%,2%,-1.0,-19%
Cc1ccc(CN2CC(C(=O)Nc3nc(C)cs3)CC2=O)cc1 (stereo not drawn),-21,6%,2%,5%,-14%,-23%,7%,-2.5,-28%
COc1ccc(OC)c(NC(=O)Nc2ccccc2C)c1,6,-4%,-14%,-4%,14%,-21%,-10%,-0.6,-2%[57.5 µM]
O=S1(=O)CCC(NS(=O)(=O)/C=C/c2ccccc2)C1 (stereo not drawn),x,-7%,10%,-10%,3%,-5%,0%,-1.4,i

# Some of these compounds in order of count of non-hydrogen atoms, lowest first.
SMILES,PI5P4Ka inh,PLK1 PBD block,EPAC1 antagonist,GLP1R cytotox,EPAC1 agonist,GLP1R inv ag,GLP-1R agonist,IL2 activator,PTHR1 agonist
O=C(NCC(=O)N1CCCCC1)c1ccc(Br)o1,-1,3%,-15%,-4%,3%,8%,-11%,-2.1,-17%
O=S1(=O)CCC(NS(=O)(=O)/C=C/c2ccccc2)C1 (stereo not drawn),x,-7%,10%,-10%,3%,-5%,0%,-1.4,i
COc1ccc(OC)c(NC(=O)Nc2ccccc2C)c1,6,-4%,-14%,-4%,14%,-21%,-10%,-0.6,-2%[57.5 µM]
COc1ccc(CC(=O)Nc2cc(Cl)ccc2C(=O)O)cc1,-12,-1%,-14%,-24%,3%,17%,-3%,0.0,-19%
O=C(CSc1nnc(NC(=O)C2CC2)s1)Nc1cccc(F)c1,-4,0%,-14%,15%,-12%,3%,0%,-2.9,i
O=C(N/N=C/c1ccc(O)cc1O)NC12CC3CC(CC(C3)C1)C2,-1,-13%,-4%,-15%,11%,u,23%,-0.1,-30%[inhibitor]
NS(=O)(=O)c1ccc(OC(=O)CNC(=O)OCc2ccccc2)cc1,-8,u,u,-6%,-1%,13%,0%,-3.9,-33%[inhibitor]
O=C(Nc1ccc(N2CCOCC2)cc1)c1ccc(Cl)cc1N1CCCC1=O,4,-6%,-4%,-8%,4%,8%,16%,-4.0,-9%
Cc1ccc(OCCCC(=O)Nc2ccc(Cl)c(S(=O)(=O)N3CCOCC3)c2)cc1,6,4%,-20%,-2%,10%,11µM*,-4%,-0.6,-46%[inhibitor]
CCN(CC)S(=O)(=O)c1ccc(O)c(NC(=O)c2ccc(N3CCOCC3)c([N+](=O)[O-])c2)c1,-16,21µM*,19%,1%[1.53 µM],-11%,57%[activator],2%,0.5,i

# New compounds follow.
SMILES,PI5P4Ka inh,PLK1 PBD block,EPAC1 antagonist,GLP1R cytotox,EPAC1 agonist,GLP1R inv ag,GLP-1R agonist,IL2 activator,PTHR1 agonist
CCC1(c2ccccc2)SC(N)=NC1=O (stereo not drawn),16,-6%,1%,0%,1%,0%,-4%,-1.4,i
COc1ccc2c(COC(=O)CNC(=O)C34CC5CC(CC(C5)C3)C4)cc(=O)oc2c1,-28,-3%,-7%,-1%,-10%,4%,1%,2.7,-18%
CCCOc1ccc(C(O)(CCC)CCN2CCCCC2)cc1 (stereo not drawn),-8,-17%,-6%,8%,4%,u,4%,-0.8,i
CC1=C(C(=O)N2CCOCC2)CC(CC(=O)NCCCN(C)C)C(=O)N1Cc1ccc(C(C)(C)C)cc1 (stereo not drawn),2,-2%,11%,4%,16%,23%,3%,0.1,-24%
Cc1cccc(C)c1NC(=O)CSc1nnc(-c2ccncc2)n1Cc1ccco1,x,-3%,2%,21%,3%,-8%,11%,-0.3,-9%[57.5 µM]
O=C(NCc1ccc(F)cc1)C1CCCN(C(=O)Nc2ccc(F)cc2)C1 (stereo not drawn),32,-4%,3%,u,-10%,u,2%,-3.4,24%
CCc1ccc(-c2ccc(SCC(=O)NC3CCCC3)nn2)cc1,11,-2%,-16%,-1%,13%,14%,-7%,0.7,-15%
NC(=O)c1ccc(Oc2ccc(C(N)=O)cc2)cc1,5,-11%,u,7%,6%,5%,8%,-1.9,28%
CC(C)CCNc1nc2c(cc1C#N)COC(C)(C)C2,-6,-10%,11%,2%,-3%,u,11%,-2.4,-5%
OC(COc1ccc2ccccc2c1)CN1CCN(c2ccc(F)cc2)CC1 (stereo not drawn),-3,-10%,-23%,-16%,-10%,-10%,-1%,-0.6,i

# Compounds from the list above that contain bromine:
SMILES,PI5P4Ka inh,PLK1 PBD block,EPAC1 antagonist,GLP1R cytotox,EPAC1 agonist,GLP1R inv ag,GLP-1R agonist,IL2 activator,PTHR1 agonist
CN1CCN(NC(=O)c2ccc(COc3ccccc3Br)o2)CC1,19,-21%,-13%,-15%,-1%,u,17%,-3.3,i
O=C(NCC(=O)N1CCCCC1)c1ccc(Br)o1,-1,3%,-15%,-4%,3%,8%,-11%,-2.1,-17%
